Bioassay records as filed in PubChem BioAssay.
Rpn11 block = Rpn11 (PSMD14) deubiquitinase inhibitors, primary screen, biochemical, fluorescence polarization, uHTS | calls only at 20 µM | 26S proteasome non-ATPase regulatory subunit 14 (Homo sapiens), O00487 | human 26S proteasome, Ub4-pepOG fluorescence polarization; 20S core pre-blocked with epoxomicin | hit rate 0.59% among 360,000 | AID 588493, 2011;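 active = inhibition at 20 µM, scaled to each plate's controls, above about 33%, limit read from the data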
Target sequence (O00487 whole entry, looked up): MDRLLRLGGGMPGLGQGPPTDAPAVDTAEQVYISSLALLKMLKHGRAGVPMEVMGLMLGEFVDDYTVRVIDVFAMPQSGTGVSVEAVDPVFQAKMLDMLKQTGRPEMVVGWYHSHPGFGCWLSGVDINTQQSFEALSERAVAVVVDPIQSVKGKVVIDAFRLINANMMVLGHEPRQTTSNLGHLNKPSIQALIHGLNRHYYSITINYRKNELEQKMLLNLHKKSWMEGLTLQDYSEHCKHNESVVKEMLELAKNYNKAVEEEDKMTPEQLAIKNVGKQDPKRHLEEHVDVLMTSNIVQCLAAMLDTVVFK
MLLE-PAM2 inh = inhibitors of PABP1 MLLE–PAM2 peptide binding, primary screen, biochemical, fluorescence polarization, FITC-PAM2, GST-MLLE; Polyadenylate-binding protein 1 (Homo sapiens), P11940; hit rate 0.36% among 360,000; inhibition, % at 20 µM; AID 588489, 2011; in the data active = inhibition above about 35%, passing the limit was not always enough;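 also: plate controls were DMSO wells with GST-MLLE for no effect and wells lacking GST-MLLE protein for full effect; some results filed as inactive read as strong as hits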
Target sequence (P11940 whole entry, looked up): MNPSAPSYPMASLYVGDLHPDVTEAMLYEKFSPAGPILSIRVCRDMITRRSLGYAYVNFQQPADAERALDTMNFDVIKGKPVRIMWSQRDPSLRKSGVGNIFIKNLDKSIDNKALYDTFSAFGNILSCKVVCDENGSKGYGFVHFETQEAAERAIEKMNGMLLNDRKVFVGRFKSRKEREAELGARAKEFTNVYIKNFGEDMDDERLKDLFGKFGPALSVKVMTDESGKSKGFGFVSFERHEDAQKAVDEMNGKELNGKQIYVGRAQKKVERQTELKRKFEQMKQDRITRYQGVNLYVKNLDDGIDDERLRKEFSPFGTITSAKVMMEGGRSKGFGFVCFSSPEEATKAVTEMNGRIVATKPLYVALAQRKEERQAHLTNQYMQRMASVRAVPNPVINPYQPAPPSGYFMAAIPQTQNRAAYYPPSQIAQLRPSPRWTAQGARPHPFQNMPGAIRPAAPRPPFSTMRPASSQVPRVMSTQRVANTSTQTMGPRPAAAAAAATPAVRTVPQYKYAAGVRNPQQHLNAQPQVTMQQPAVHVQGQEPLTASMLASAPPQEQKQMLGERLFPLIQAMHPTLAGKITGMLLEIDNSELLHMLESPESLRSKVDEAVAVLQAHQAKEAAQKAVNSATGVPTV
CSN inh = inhibitors of CSN-mediated cullin deneddylation, primary screen, biochemical, fluorescence polarization, uHTS. COP9 signalosome complex subunit 5 (Homo sapiens), Q92905. Purified CSN, SCF-Nedd8-OG deneddylation. inhibition, % at 12.5 µM. hit rate 0.38% among 360,000. AID 651999, 2013;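 active = pattern-corrected inhibition above about 35%, with an unprinted fluorescence ratio check between 0.5 and 1.5, limit read from the data, passing the limit was not always enough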;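 also: 0% = enzyme with substrate and 100% = substrate without enzyme; some results filed as inactive read as strong as hits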
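Detection – fluorescence polarization · System – HEK293T-derived human Csn5 enzyme · Controls – substrate-only high control, full reaction low control · Timing – 90 min, room temperature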
SUMO1-SIM PPI = modulators of SUMO1 protein-protein interactions, primary screen, biochemical, uHTS; SUMO1 binding to a labelled peptide, TR-FRET, 1 h; AID 602429, 2012; inhibition, % at 20 µM; hit rate 0.33% among 360,000; Small ubiquitin-related modifier 1 (Homo sapiens), P63165; in the data active = inhibition above about 37%
DNMT1 inh = human DNMT1 methyltransferase inhibitors, primary screen, biochemical, molecular beacon, fluorescence, HinP1I cleavage, uHTS; inhibition (reported as % activation of signal), % at 10 µM; DNA (cytosine-5)-methyltransferase 1 (Homo sapiens), P26358; hit rate 0.83% among 360,000; AID 588458, 2011; in the data active = inhibition above about 50%
STEP inh = STEP phosphatase inhibitors, primary screen, biochemical, fluorescence intensity, uHTS; Tyrosine-protein phosphatase non-receptor type 5 (Homo sapiens), P54829; recombinant STEP, OMFP fluorogenic substrate; inhibition, % at 20 µM; hit rate 0.25% among 360,000; AID 588621, 2011;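 active = inhibition at 20 µM, scaled per plate between control wells, above about 37%, limit read from the data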;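 also: 0% = DMSO with enzyme and substrate and 100% = substrate only without enzyme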
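System: STEP (striatal-enriched tyrosine phosphatase) enzyme, cell-free; medium: Bis-Tris pH 6.0 buffer with DTT, detergent; dosing: 20 µM, 1% DMSO; times: reaction 20 min, ambient temperature; detection: fluorescence, 480/540 nm; read-out basis: normalized % inhibition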
Tb MetRS inh = T. brucei MetRS inhibitors, primary screen, biochemical, luminescence; purified T. brucei MetRS, ATP depletion, Kinase-Glo luminescence; hit rate 0.4% among 360,000; AID 624268, 2012; inhibition, % at 11.9 µM;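 active = inhibition above a per-plate cutoff of the control wells' mean inhibition plus 3 SD, cut at about 5.5% in these data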;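 also: 0% = DMSO wells median and 100% = median of wells with control inhibitor compound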
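assay system = parasite MetRS enzyme | timing = 15 min preincubation, 2 h reaction, all 25 °C | evaluation = percent inhibition relative to median high and low control wells | medium = HEPES buffer containing pyrophosphatase, BSA, spermine, DTT | compound = single dose, 11.9 µM final nominal, 0.9% final DMSO | detection = Kinase-Glo luminescence, ATP depletion format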
LMPTP block = LMPTP phosphatase inhibitors, primary screen, biochemical, fluorescence intensity, uHTS. hit rate 0.22% among 360,000. Low molecular weight phosphotyrosine protein phosphatase (Homo sapiens), P24666. inhibition, % at 20 µM. recombinant LMPTP-A, OMFP fluorogenic substrate. AID 651560, 2012;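 active = compounds that cut the enzyme signal by at least half of the control window in the single-dose screen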;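 also: plate controls were DMSO wells with enzyme plus substrate for no effect and substrate without enzyme for full effect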
Target sequence (P24666 whole entry, looked up): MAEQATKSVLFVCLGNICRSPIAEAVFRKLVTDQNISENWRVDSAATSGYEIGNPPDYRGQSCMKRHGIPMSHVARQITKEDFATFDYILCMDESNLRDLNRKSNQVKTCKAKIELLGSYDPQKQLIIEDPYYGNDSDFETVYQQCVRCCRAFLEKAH
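Assay system: LMPTP-A enzyme. Input: 0.625 nM LMPTP-A final. Probe or stimulus: 400 µM OMFP. Compound dosing: single 20 µM dose. Schedule: 50 min dark incubation at room temperature. Detection: fluorescence intensity of OMFP turnover product. Read-out: percent inhibition versus substrate-only and uninhibited controls. Benchmarks: no-enzyme low control, uninhibited high control.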
Scp1 inh = Scp-1 phosphatase inhibitors, primary screen, biochemical, colorimetric, uHTS; Carboxy-terminal domain RNA polymerase II polypeptide A small phosphatase 1 (Homo …; Recombinant Scp1, phosphopeptide, malachite green phosphate absorbance; inhibition, % at 20 µM; hit rate 0.88% among 340,000; AID 493091, 2011;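 active = inhibition above about 50% at 20 µM, limit read from the data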;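 also: plate controls were DMSO wells with enzyme for no effect and wells lacking enzyme for full effect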
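Material – SCP-1 phosphatase catalytic domain, residues 76-261 · Buffer or medium – Acidic Tris acetate buffer with magnesium and detergent · Also added – Phospho 17-mer peptide substrate · Compound – single 20 µM dose, 1% DMSO · Times – 45 min room-temperature reaction, 5 min colour, 30 min stabiliser · Technique – Phosphate-binding colour reagent, absorbance read at 630 nm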
NadD block = inhibitors of S. aureus NadD, primary screen, biochemical, colorimetric, uHTS; Nicotinate-nucleotide adenylyltransferase NadD (Staphylococcus aureus N315); purified NadD enzyme, colorimetric absorbance read-out; inhibition, % at 20 µM; hit rate 0.78% among 360,000; in the data active = inhibition above about 26%; also: some compounds past the cut are filed as inactive
An asterisk follows results filed as active; i = inactive; x = no result given.

SMILES	Rpn11 block	MLLE-PAM2 inh	CSN inh	SUMO1-SIM PPI	DNMT1 inh	STEP inh	Tb MetRS inh	LMPTP block	Scp1 inh	NadD block
O=C(CN1C(=O)NC2(CCOc3ccccc32)C1=O)Nc1cccc(Cl)c1 (stereo not drawn)	i	-0.3	-2.1	3.5	-0.1	-4.4	0.6	-1.5	-6.0	16.8
Cc1cc(N/N=C/c2ccccc2O)nc(N2CCOCC2)n1	i	12.0	8.1	-10.9	-2.7	0.8	0.5	2.9	-5.8	-5.1
Cc1ccc(NC(=O)Cn2cc(C(=O)C3CC3)c3ccccc32)c(C)c1	i	0.5	1.2	-6.5	-1.2	-4.3	-0.7	-0.1	1.8	-12.7
CC(=O)Nc1ccc(NC(=S)NC(=O)C2CC2)cc1	i	32.8	1.9	-3.2	2.1	-0.5	-0.3	-0.2	3.4	-2.9
C=CC[n+]1c(C)csc1Nc1cccc(Br)c1	i	-1.0	1.7	-0.6	-0.4	0.1	0.0	0.3	0.4	2.1
CCOC(=O)C1=C(C)N(C)C(=O)NC1c1ccc2c(c1)OCO2 (stereo not drawn)	i	2.5	3.2	7.4	1.4	2.9	0.2	-0.8	-12.8	-2.8
CCCCCNC(=O)C(c1cc2ccccc2o1)n1c(=O)c(-c2ccco2)nc2ccccc21 (stereo not drawn)	x	x	23.8	7.5	x	x	0.1	4.8	x	x
Cc1cccc(C(=O)Nc2nnc(S(=O)(=O)N(C)Cc3ccco3)s2)c1	i	-2.8	8.2	5.8	19.3	2.0	0.2	0.0	0.8	-9.8
Cc1cc(C)cc(-c2nnc(SCC(=O)NCC3CCCO3)o2)c1 (stereo not drawn)	i	-25.1	-2.0	0.5	3.6	1.5	-0.4	0.9	-5.2	-5.3
N#CC1=C(N)N(c2ccccc2)C(c2cccc([N+](=O)[O-])c2)C1(C#N)C#N (stereo not drawn)	i	1.0	4.0	-3.8	-3.1	-2.0	-0.4	0.1	-3.6	-4.9
Cc1cc(C)c2c(CN3CCOCC3)cc(=O)oc2c1C	i	2.4	-0.1	-0.9	2.5	-1.2	-0.1	-1.3	-8.9	-2.6
C[C@@H](O)C1NC(=O)[C@H](CCCCN)NC(=O)c2cc([N+](=O)[O-])cc(I)c2OCC[C@@H](C(N)=O)NC1=O (stereo partly drawn)	i	-63.8	-1.8	-62.3	15.4	2.4	-0.5	-5.8	12.2	-2.6
CC1CCC2C(=O)N(c3cccc(C(=O)Nc4ccc(F)cc4)c3)C(=O)C2C1 (stereo not drawn)	i	2.6	-0.9	-0.5	0.0	-3.0	-0.1	0.5	-7.1	-0.1
CC1(Cc2cccc(F)c2)C(=O)Nc2ccc(-c3cccnc3)cc21 (stereo not drawn)	i	-1.6	-1.0	1.1	-1.2	-1.2	0.3	-0.6	x	-5.0
COc1cc(C(=O)NC(=S)Nc2cccc3nc(C)ccc23)cc(OC)c1OC	i	14.9	-2.0	12.1	-4.3	-1.7	-0.4	0.8	-3.3	-7.8
CC(C)(C)C(=O)Nc1nc2c(s1)CN(Cc1ccccc1)CC2	i	-26.7	4.9	-1.4	-2.4	1.4	0.3	-0.8	-5.2	6.4
O=S(=O)(c1cc(C(F)(F)F)ccc1Cl)N1CCCCCC1	i	4.5	5.9	2.8	3.2	2.4	-0.2	-0.5	-8.9	-3.2
CC(C)c1c(O)nc(SCC(=O)Nc2ccc3c(c2)CCC3)[nH]c1=O	i	0.7	-0.6	-0.1	-2.7	-1.5	-1.5	-0.6	-11.9	-3.2
COc1ccc(NC(=O)C2Cc3ccccc3C(=O)O2)cc1 (stereo not drawn)	i	-11.1	-1.7	2.4	-0.8	2.3	-0.2	0.1	-6.0	-3.4
CCn1c(SCC(=O)N2CCCCCC2)nc2ccccc2c1=O	i	18.8	2.8	4.7	5.9	0.9	-0.9	-0.8	6.5	-2.9
O=C(Cc1ccccc1)NCC(=O)OCC(=O)c1ccc(F)cc1	i	5.8	-1.9	0.8	1.0	0.1	-0.3	-0.5	-4.7	-4.2
COc1cc(/C=C/C(=O)c2ccc3c(c2)OCCO3)cc(Br)c1OCC(=O)N(C)C	i	-28.0	16.6	-0.5	2.4	1.4	-0.4	0.8	-4.4	-4.2
CCc1c(C)c2ccc(OCC(=O)OC(C)C)c(C)c2oc1=O	i	2.0	3.5	-0.5	0.8	-1.4	-0.6	0.0	-0.3	-5.8
CC(C)Oc1ccccc1/C=N/NC(=O)c1ccccc1Cl	i	0.7	-3.3	-3.8	1.8	2.4	-0.7	-0.2	2.5	-3.9
COc1ccc(C(=O)On2c(-c3ccc(Br)cc3)nc3ccccc3c2=O)cc1	i	1.6	7.5	6.0	11.2	3.5	-0.1	3.1	-18.4	4.8
CN(CCCC(=O)O)c1ccc(N=Nc2ccc([N+](=O)[O-])cc2)cc1	i	-6.9	-0.1	-18.9	-2.8	99.1*	-0.4	77.2*	110.5*	-2.8
O=C1C(=O)N(Cc2cccnc2)C(c2ccccn2)/C1=C(/O)c1ccccc1 (stereo not drawn)	i	14.7	-6.6	-2.3	-2.4	3.3	1.1	-0.5	9.4	-1.4
Nc1ccc(SCc2cccnc2)cc1	i	22.3	1.4	-3.6	-3.8	-1.7	0.3	4.4	-0.8	-3.8
CCCCC(=O)Nc1ccc(NC(=O)C2CC2)cn1	i	-5.7	-1.4	-3.2	-0.9	1.4	-0.2	0.5	-8.7	-5.8
COc1ccc(NC(=O)CSc2nc(N3CCCCC3)nc(N3CCCCC3)n2)cc1	i	-0.8	0.4	-1.6	4.1	-3.4	-1.4	-1.7	0.6	6.0
CS(=O)(=O)c1ccc(-c2cccc(NC(=O)c3ccc4c(c3)OCO4)c2)nn1	i	-10.7	-0.7	-0.8	-1.2	1.2	-0.2	0.6	x	3.0
Cc1c(C)c(C)c(C(=O)C2CCN(c3ccc([N+](=O)[O-])cn3)CC2)c(C)c1C	i	-1.1	-2.4	5.1	1.8	2.4	-0.4	3.6	-7.3	2.7
CCOC(=O)CN1C=C(c2ccc3ccccc3n2)C(C[N+](=O)[O-])c2ccccc21 (stereo not drawn)	i	121.6	-81.2	-47.6	22.3	-2.2	-0.2	3.0	-2.2	-0.5
Cc1cccc(NC(=O)C2CCN(S(C)(=O)=O)CC2)c1C	i	-7.8	-3.3	-1.0	-3.9	-1.7	-0.3	-1.3	-7.0	-2.4
O=C(NCCC1=CCCCC1)C1CCN(c2nc3ccccc3o2)CC1	i	3.2	-1.2	3.5	-2.1	-4.9	0.2	-1.0	-6.5	-4.1
O=C(COC(=O)c1cc(S(=O)(=O)N2CCOCC2)ccc1F)NC1CCCCC1	i	1.3	-1.7	4.8	-0.3	-1.9	-0.6	-0.7	-4.8	-9.1
Cc1occc1C(=O)N/N=C/C=C\c1ccccc1[N+](=O)[O-]	i	3.5	-9.8	-20.9	-0.7	-2.9	-0.5	0.0	-0.9	-6.0
COc1ccc2c(c1)CC/C2=N\NC(=O)c1ccccc1	i	-2.3	3.9	0.9	-6.5	-2.0	-0.5	-1.5	-7.3	-3.2
CCCCNC(=O)N1CCN(C(c2ccccc2)c2ccccc2)CC1	i	-2.8	1.0	2.8	-1.0	-1.6	0.4	1.5	-15.4	-4.7
COc1ccccc1NC(=O)Cn1ncc2c1-c1ccccc1OC2	i	5.6	0.7	2.6	0.8	-3.1	-0.2	1.0	-11.2	2.9

6 structures already listed, ordered by count of non-hydrogen atoms, largest number first:
SMILES	Rpn11 block	MLLE-PAM2 inh	CSN inh	SUMO1-SIM PPI	DNMT1 inh	STEP inh	Tb MetRS inh	LMPTP block	Scp1 inh	NadD block
COc1ccc(NC(=O)CSc2nc(N3CCCCC3)nc(N3CCCCC3)n2)cc1	i	-0.8	0.4	-1.6	4.1	-3.4	-1.4	-1.7	0.6	6.0
Cc1c(C)c(C)c(C(=O)C2CCN(c3ccc([N+](=O)[O-])cn3)CC2)c(C)c1C	i	-1.1	-2.4	5.1	1.8	2.4	-0.4	3.6	-7.3	2.7
CCCCNC(=O)N1CCN(C(c2ccccc2)c2ccccc2)CC1	i	-2.8	1.0	2.8	-1.0	-1.6	0.4	1.5	-15.4	-4.7
COc1ccccc1NC(=O)Cn1ncc2c1-c1ccccc1OC2	i	5.6	0.7	2.6	0.8	-3.1	-0.2	1.0	-11.2	2.9
CC(C)Oc1ccccc1/C=N/NC(=O)c1ccccc1Cl	i	0.7	-3.3	-3.8	1.8	2.4	-0.7	-0.2	2.5	-3.9
COc1ccc2c(c1)CC/C2=N\NC(=O)c1ccccc1	i	-2.3	3.9	0.9	-6.5	-2.0	-0.5	-1.5	-7.3	-3.2

Carrying on:
SMILES	Rpn11 block	MLLE-PAM2 inh	CSN inh	SUMO1-SIM PPI	DNMT1 inh	STEP inh	Tb MetRS inh	LMPTP block	Scp1 inh	NadD block
Cc1occc1C(=O)N1CCCC(N2CCN(c3cccc(C(F)(F)F)c3)CC2)C1 (stereo not drawn)	i	-14.3	2.9	-0.7	0.0	-1.8	0.3	0.7	-4.7	-4.3
OC[C@@H]1CN(CCN2CCOCC2)C[C@H](n2cnc3c(NCc4ccco4)ncnc32)O1	i	-2.3	1.3	-3.1	6.3	-1.7	-0.4	-1.4	x	0.5
O=S(=O)(c1ccc(Cl)cc1)N1CCN(Cc2ccc(O)c3ncccc23)CC1	i	-4.2	-5.8	-9.9	-10.2	2.2	-0.1	0.5	-5.2	8.8
CCN(C(=O)COC(=O)c1ccccc1OCc1ccc(Cl)cc1)C1CCS(=O)(=O)C1 (stereo not drawn)	i	-2.0	-3.6	2.1	-0.2	-0.6	-0.1	0.1	-5.4	-3.1
